TRPC4 act: opens the mouse TRPC4 cation channel; HEK293 TRPC4beta/mu-opioid, Fluo4 calcium fluorescence; stronger effect = higher value; 310,000 tested, 0.49% active; B-score at 10 µM;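 active = B-score above 5 SD of library B-scores, and initial fluorescence ratio not above library mean plus 5 SD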;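 also: positive B-score marks a calcium rise read as TRPC4 activation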
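Assay system: HEK293 stable line with TRPC4beta plus mu-opioid receptor. Times: dye 45 min RT, read 110 s. Measured by: kinetic Fluo4 calcium fluorescence. Measure: B score of integrated ratio. Controls: assay buffer as low control, maximal DAMGO as high control.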
ANO1 block: inhibitors of mouse TMEM16A calcium-activated chloride channel | Q8BHY3 | HEK293 TMEM16A/YFP iodide influx fluorescence, ionomycin | normalized B-score (activity score, 25-100; higher = stronger inhibition) at 10 µM | 310,000 tested, 1.2% active | AID 588511;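 active = ratio plate-corrected score three or more library SD toward inhibition, starting fluorescence score within five deviations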;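 also: score derived from kinetic fluorescence span divided by baseline fluorescence per well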
KCNQ1 act: human KCNQ1 channel potentiation or activation; P51787; 310,000 tested, 0.35% active; B-score at 10 µM; AID 2648; CHO-K1 KCNQ1, thallium flux FluxOR fluorescence; stronger effect = higher value;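 active = fluorescence ratio B-score, a plate-corrected score, at least three library SD, with initial intensity B-score within 5 SD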
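assay system = KCNQ1-transfected CHO-K1 cells | medium = assay buffer with matched DMSO | probe or stimulus = depolarizing K+/Tl+ stimulus, K2SO4 and Tl2SO4 each 12.5 mM in 5x stock | dosing = single dose | incubation = dye 90 min, compound 20 min, room temperature | detection = kinetic FluxOR fluorescence, 10 s baseline plus 110 s post-stimulus | evaluation = ratio B score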
DYRK1A inh: Dyrk1A (rat) kinase inhibition; AID 504441; ADP-Glo luminescence, NFATc1 peptide; 310,000 tested, 0.43% active; inhibition, % at 12.5 µM; Q63470; in the data active = inhibition above about 50%;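 also: plate controls were vehicle with enzyme for no effect and no enzyme for full effect; many of its hits are not listed in these tables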
TRPC4 potent: allosterically enhances the mouse TRPC4 cation channel; Q9QUQ5; HEK293 TRPC4beta/mu-opioid, DAMGO EC20, Fluo-4 Ca2+ flux; stronger effect = higher value; B-score at 10 µM; 310,000 tested, 0.42% active; AID 2227;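 active = B-score of calcium response area above 5 SD of library B-scores, with initial fluorescence ratio within 5 SD of library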;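 also: B-score of integrated fluorescence ratio over time as area under calcium response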
TMEM16A act: activators or potentiators of mouse TMEM16A chloride channel. Q8BHY3. HEK293 TMEM16A/YFP-H148Q/I152L, iodide quench fluorescence; stronger effect = lower value. B-score at 10 µM. 340,000 tested, 0.3% active. AID 623877;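 active = fluorescence-ratio B-score plate-corrected deviation score at least 3 library SD below zero, with starting fluorescence score within 5 deviations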;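 also: channel opened by trigger with iodide after compound preincubation; score built on the fluorescence ratio of max minus min over baseline; more negative score means more quench and so TMEM16A activation or potentiation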
KCNK9 block: blocks the human KCNK9 two-pore domain potassium channel; Q9NPC2; B-score at 10 µM; HEK293 KCNK9, FluxOR thallium flux fluorescence; stronger effect = lower value; 310,000 tested, 1.2% active;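 active = ratio B-score over 3 SD below the library mean, with starting fluorescence within 5 SD of its mean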;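 also: negative B-score means less thallium flux so channel inhibition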
Target sequence (Q9NPC2 whole entry, looked up, the tested form may be a part): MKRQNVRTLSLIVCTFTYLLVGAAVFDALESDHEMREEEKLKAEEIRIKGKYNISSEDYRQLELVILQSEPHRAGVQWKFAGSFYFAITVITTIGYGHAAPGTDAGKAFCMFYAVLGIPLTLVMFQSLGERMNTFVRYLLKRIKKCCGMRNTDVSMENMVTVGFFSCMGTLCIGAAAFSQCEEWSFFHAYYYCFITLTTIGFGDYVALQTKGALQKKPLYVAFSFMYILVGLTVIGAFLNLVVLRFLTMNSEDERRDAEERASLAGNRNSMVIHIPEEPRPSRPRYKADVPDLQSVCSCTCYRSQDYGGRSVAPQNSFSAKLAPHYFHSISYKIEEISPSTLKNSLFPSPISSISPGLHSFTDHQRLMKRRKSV
hERG rescue: compounds protecting human hERG from proarrhythmic drug block | Q12809 | 310,000 tested, 0.51% active | activation (rescue from dofetilide block), less the hit threshold, % at 10 µM | AID 1511 | CHO-hERG, FluxOR thallium flux, dofetilide IC70 present;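 active = activation above the mean of controls blocked by dofetilide plus 5 SD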;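 also: thallium influx through hERG after potassium depolarization seen as dye fluorescence rise; in these data hits start at about 4.7%; inactives centre near -7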
HDAC3 inh: inhibitors of human histone deacetylase 3 | O15379 | recombinant HDAC3, fluorogenic peptide/trypsin coupled, fluorescence | inhibition, % at 8.3 µM | 320,000 tested, 0.15% active; in the data active = inhibition above about 26%, passing the limit was not always enough
Target sequence (O15379 whole entry, looked up): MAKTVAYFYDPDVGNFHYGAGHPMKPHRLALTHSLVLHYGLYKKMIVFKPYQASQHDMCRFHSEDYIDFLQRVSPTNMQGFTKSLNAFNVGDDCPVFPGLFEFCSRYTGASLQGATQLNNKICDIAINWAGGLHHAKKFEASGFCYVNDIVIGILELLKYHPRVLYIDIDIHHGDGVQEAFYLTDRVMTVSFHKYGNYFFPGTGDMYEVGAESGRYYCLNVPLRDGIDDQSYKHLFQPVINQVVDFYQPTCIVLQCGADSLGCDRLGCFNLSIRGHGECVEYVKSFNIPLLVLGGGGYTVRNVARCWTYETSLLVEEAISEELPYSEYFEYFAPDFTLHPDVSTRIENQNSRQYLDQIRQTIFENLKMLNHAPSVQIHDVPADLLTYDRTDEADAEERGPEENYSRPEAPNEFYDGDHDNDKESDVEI
KCNK3 block: human KCNK3 channel inhibition, primary screen; O14649; CHO-KCNK3 thallium flux, FluxOR fluorescence; stronger effect = lower value; B-score at 10 µM; 340,000 tested, 0.84% active;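 active = B-score under library mean minus 4 SD, starting fluorescence ratio at most library mean plus 5 SD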;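 also: more negative B-score means stronger inhibition of thallium flux through KCNK3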
KCNQ1 inh: human KCNQ1 channel inhibition; P51787; CHO-K1 KCNQ1, FluxOR thallium flux fluorescence; stronger effect = higher value; B-score at 10 µM; 310,000 tested, 1.3% active; AID 2642;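 active = compounds whose thallium flux B-score, printed positive for inhibition, exceeds three library SD while starting fluorescence stays within three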;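 also: channel opened by potassium depolarization with thallium stimulus after 20 min compound exposure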
* = called active by the depositor; i = inactive; . = not tested or not shown.

The opening 8 entries as a preview:
SMILES	TRPC4 act	ANO1 block	KCNQ1 act	DYRK1A inh	TRPC4 potent	TMEM16A act	KCNK9 block	hERG rescue	HDAC3 inh	KCNK3 block	KCNQ1 inh
Cc1ccc([N+](=O)[O-])cc1S(=O)(=O)NCC1COc2ccccc2O1 (centres undefined)	i	i	i	14.6	i	i	i	-10.1	0.7	i	i
COc1ccc(C(CC(=O)O)NC(=O)COc2ccccc2)cc1 (centres undefined)	i	i	i	5.5	i	i	i	-4.7	-4.7	i	i
N#Cc1c(N2CCCCC2)nc(N)c2c(N)nc3c(c12)CC(CCl)O3 (centres undefined)	i	i	i	-2.6	i	i	i	-4.0	-5.8	i	i
CCOC(=O)c1[nH]c(C)c(C(=O)N2CCCC(Nc3ccc(C)c(C)c3)C2)c1C (centres undefined)	i	i	i	-0.3	i	i	i	-11.6	-2.0	i	i
CC12CN3CC(C)(CN(C1)C3c1ccc(Cl)cc1Cl)C2O (centres undefined)	48*	i	i	-1.7	i	i	i	-0.4	0.1	i	i
O=C1Nc2ccc(F)cc2C12Nc1ccccc1-c1nnc(SCc3ccccc3Cl)nc1O2 (centres undefined)	i	i	i	-3.8	i	i	i	-9.5	3.4	i	i
Cc1nc(N2CCN(c3ccc(Cl)cc3)CC2)[nH]c(=O)c1C	i	i	i	.	i	i	i	-1.2	-1.3	i	i
CC/C(=N\NC(=O)c1ccccc1Cl)c1ccc(Br)s1	i	i	i	0.9	i	i	i	-0.6	-0.1	i	i

Main list, from the first entry:
SMILES	TRPC4 act	ANO1 block	KCNQ1 act	DYRK1A inh	TRPC4 potent	TMEM16A act	KCNK9 block	hERG rescue	HDAC3 inh	KCNK3 block	KCNQ1 inh
Cc1ccc([N+](=O)[O-])cc1S(=O)(=O)NCC1COc2ccccc2O1 (centres undefined)	i	i	i	14.6	i	i	i	-10.1	0.7	i	i
COc1ccc(C(CC(=O)O)NC(=O)COc2ccccc2)cc1 (centres undefined)	i	i	i	5.5	i	i	i	-4.7	-4.7	i	i
N#Cc1c(N2CCCCC2)nc(N)c2c(N)nc3c(c12)CC(CCl)O3 (centres undefined)	i	i	i	-2.6	i	i	i	-4.0	-5.8	i	i
CCOC(=O)c1[nH]c(C)c(C(=O)N2CCCC(Nc3ccc(C)c(C)c3)C2)c1C (centres undefined)	i	i	i	-0.3	i	i	i	-11.6	-2.0	i	i
CC12CN3CC(C)(CN(C1)C3c1ccc(Cl)cc1Cl)C2O (centres undefined)	48*	i	i	-1.7	i	i	i	-0.4	0.1	i	i
O=C1Nc2ccc(F)cc2C12Nc1ccccc1-c1nnc(SCc3ccccc3Cl)nc1O2 (centres undefined)	i	i	i	-3.8	i	i	i	-9.5	3.4	i	i
Cc1nc(N2CCN(c3ccc(Cl)cc3)CC2)[nH]c(=O)c1C	i	i	i	.	i	i	i	-1.2	-1.3	i	i
CC/C(=N\NC(=O)c1ccccc1Cl)c1ccc(Br)s1	i	i	i	0.9	i	i	i	-0.6	-0.1	i	i
COC(=O)c1ccccc1NC(=O)CSc1ccccc1	i	i	i	5.2	i	i	i	-14.5	0.9	i	i
Cc1ccc(C(=O)NCc2ccccc2)c(F)c1F	i	i	i	-4.8	i	i	i	2.1	-0.5	i	i
CC(C)(C)n1nnnc1C(c1cccs1)N1CCN(c2ccccc2)CC1 (centres undefined)	i	i	i	2.4	i	i	i	-7.1	-4.3	i	i
Cc1cccc(-c2nc3c(s2)CCc2onc(-c4ccc(Br)cc4)c2-3)c1	i	i	i	5.2	i	i	i	-7.1	4.1	i	i
O=C1c2ccccc2C(=O)N1CC(O)Cn1nnc2ccccc21 (centres undefined)	i	i	i	-2.7	i	i	i	-6.5	-1.0	i	i
CC(=O)N(c1ccc(Br)cc1)C1C=CS(=O)(=O)C1 (centres undefined)	i	i	i	2.6	i	i	i	-1.0	-1.6	i	i
O=c1cc(O)n(-c2ccccc2F)c(=S)[nH]1	i	i	i	-0.3	i	i	i	1.9	1.2	i	i
O=C1c2ccccc2C(Nc2ccc(S(=O)(=O)N3CCCCC3)cc2)N1Cc1ccco1 (centres undefined)	i	i	i	-2.9	i	i	-7.19*	-15.1	8.5	-11.7*	i
CCOC(=O)C1CCN(C(=O)Nc2c(-c3ccccc3)noc2C)CC1	i	i	i	0.1	i	i	i	-4.3	-3.9	i	i
O=C(O)c1cc(NC(=O)c2ccc3c(c2)C(=O)N(Cc2ccccc2)C3=O)cc(C(=O)O)c1	i	i	i	-5.2	i	i	i	0.3	5.5	i	i
O=C(CN1N=C(c2ccccc2)CCC1=O)NCc1ccccc1	i	i	i	0.1	i	i	i	-5.7	-8.4	i	i
O=S(=O)(NCc1ccccn1)c1ccc(Br)s1	i	i	i	-3.7	i	i	i	-11.0	-12.2	i	i
CN1CCCN(Cc2cccc3ccccc23)CC1	i	i	i	.	23*	i	i	-2.2	-4.9	i	i
CCc1c(O)nc2sc3ccccc3n2c1=O	i	i	i	12.9	i	i	i	-0.2	2.3	i	i
COC(=O)c1ccc(C2C(C#N)=C(N)Oc3cc(N)ccc32)cc1 (centres undefined)	i	i	i	-0.1	i	i	i	-2.7	0.4	i	i
CN(C)CCn1ccc(O)c(Cc2ccc(Cl)cc2)c1=O	i	i	i	-3.0	i	i	i	-5.9	-6.3	i	i
CCn1c(=O)[nH]c2cc(C(=O)Nc3cc(C)cc(C)c3)ccc2c1=O	i	i	i	-1.6	i	i	i	-1.6	0.1	i	i
Cc1cc(C)c2nc(SCC(=O)NCC3CCCO3)c(C#N)cc2c1 (centres undefined)	i	i	i	0.1	i	i	i	-3.7	-4.1	i	i
NS(=O)(=O)c1cccc(NC(=O)CN2CCC(Cc3ccccc3)CC2)c1	i	i	i	.	i	i	i	-10.9	1.8	i	i
COc1ccc2c(=O)c(C(=O)NCCc3ccccc3)c[nH]c2c1	i	i	i	-0.2	i	i	i	-12.9	-0.8	i	i
CCOc1ccc(NS(=O)(=O)c2ccc(C(=O)N(C)CC(=O)Nc3ccc(OC)cc3)cc2)cc1	i	i	i	.	i	i	i	-13.5	10.6	i	i
Cc1cc(C=O)c(C)n1-c1ccc(NC2CCCCC2)c([N+](=O)[O-])c1	i	100*	i	-8.1	i	i	-24.9*	-0.8	-2.2	-13.4*	14*
O=[N+]([O-])c1cc(C(F)(F)F)ccc1N1CCN(CCO)CC1	i	i	i	13.3	i	i	i	-12.8	-0.1	i	i
COc1ccc2cc(/C=N/NC(=O)CSCc3ccc([N+](=O)[O-])cc3)c(Cl)nc2c1	i	i	i	0.1	i	i	i	-2.1	6.5	i	i
O=C(NCc1ccc(N2CCCC2=O)cc1)c1cn(Cc2ccccc2)nn1	i	i	i	6.4	i	i	i	-4.8	10.9	i	i
Cc1cc(C(=O)OCC(=O)N(CC(C)C)c2c(N)n(Cc3ccccc3)c(=O)[nH]c2=O)c2ccccc2n1	i	i	i	-2.6	i	i	i	-15.9	-3.3	i	i
CCOc1ccccc1NC(=S)Nn1cnnc1	i	i	i	1.7	i	i	i	-14.5	.	i	i
O=C(c1cc(N2C(=O)C3C4CCC(C4)C3C2=O)ccc1Cl)N1CCCCCC1 (centres undefined)	i	i	i	-2.0	i	i	i	-2.7	0.9	i	i
Cc1ccnc(NS(=O)(=O)c2ccc(NC(=O)c3cc(-c4ccccc4)nc4ccccc34)cc2)n1	i	i	i	15.9	i	i	i	-14.7	-3.0	i	i
C=CCN1C(=O)c2ccc(C(=O)N3CCN(S(=O)(=O)c4cc(C)ccc4C)CC3)cc2C1=O	i	i	i	0.3	i	i	i	-16.9	0.1	i	i
OCCN(CCO)CC(O)COc1ccc(C23CC4CC(CC(C4)C2)C3)cc1 (centres undefined)	i	i	i	-7.8	i	i	i	-26.1	6.8	i	i
NS(=O)(=O)c1ccc2c(c1)oc(=O)c1cc(S(N)(=O)=O)ccc12	i	i	i	2.3	i	i	i	-3.5	6.1	i	i
Cc1cc(C(=O)NC(C)C2CCCO2)c(C)o1 (centres undefined)	i	i	i	.	i	i	i	-4.2	-3.5	i	i
CC(=O)N1CCOCCOCCN(C(C)=O)CCOCC1	i	i	i	-0.1	i	i	i	-18.5	-7.6	i	i
COc1ccccc1CN(C(=O)CCl)C(C(=O)NC1CCCCC1)c1ccncc1 (centres undefined)	.	i	.	-4.3	.	i	.	.	6.7	i	.
COc1ccc(CCNC(=O)C2CCN(S(=O)(=O)N3CCOCC3)CC2)cc1OC	i	i	i	4.3	i	i	i	-8.8	-16.0	i	i
CCOC(=O)C1CCN(C(=O)CCc2c(C)nc3cc(-c4ccc(OC)cc4OC)nn3c2C)CC1	i	i	i	-1.8	i	i	i	-8.0	-2.3	i	i
CCCCC(C(=O)O)C(C)CC(=O)Nc1cccc(C(=O)O)c1 (centres undefined)	i	i	i	-0.4	i	i	i	-6.1	-1.8	i	i
COc1cc(NC(=O)COC(=O)C=C(C)C)c(C)cc1[N+](=O)[O-]	i	i	i	-5.2	i	i	i	-10.3	-8.6	i	i
O=C(NNS(=O)(=O)c1ccccc1[N+](=O)[O-])c1cccc(Br)c1	i	i	i	6.4	i	i	i	-4.5	-0.3	i	i
COc1ccc(C(=O)Nc2nnc(CCS(=O)(=O)c3ccc(C)cc3)s2)cc1	i	i	i	-1.5	i	i	i	-7.1	-8.9	i	i
O=C(Nc1ccccc1N1CCOCC1)c1ccc(Br)o1	i	i	i	0.1	i	i	i	-5.5	-3.2	i	i
O=C(CSc1nnc(CNc2ccc(Cl)cc2)o1)Nc1nc2ccccc2s1	i	i	i	.	i	i	i	-7.6	0.7	i	i
COc1ccc(C(=O)c2cnc[nH]2)cc1	i	i	i	23.5	i	i	i	-4.5	-0.6	i	i
C(=N\NCc1ccccc1)/c1ccc2nccnc2c1	i	i	i	.	i	i	i	-13.3	-1.0	i	i
O=C(Nc1nc(-c2ccccc2)cs1)c1ccc(N2CCOCC2)c([N+](=O)[O-])c1	i	i	i	2.1	i	i	i	-10.3	-2.7	i	7*
O=C(O)c1ccc(/C=N/O)cc1	i	i	i	29.6	i	i	i	-0.7	.	i	i
Cc1[nH]c2ccccc2c1C(=O)CSc1nncn1C	i	i	i	1.5	i	i	i	-4.7	-2.7	i	i

From PubChem BioAssay

An excerpt; count on the stated rates, not on these rows.
